UGM FP inh = inhibitors of M. tuberculosis UDP-galactopyranose mutase. purified UGM, fluorescence polarization probe displacement. 320,000 tested, 0.06% active. inhibition, % at 10 µM. P9WIQ1. AID 504406; in the data active = inhibition above about 10%, passing the limit was not always enough; inconclusive = no clear call, values can overlap the other calls
Target sequence (P9WIQ1 whole entry, looked up): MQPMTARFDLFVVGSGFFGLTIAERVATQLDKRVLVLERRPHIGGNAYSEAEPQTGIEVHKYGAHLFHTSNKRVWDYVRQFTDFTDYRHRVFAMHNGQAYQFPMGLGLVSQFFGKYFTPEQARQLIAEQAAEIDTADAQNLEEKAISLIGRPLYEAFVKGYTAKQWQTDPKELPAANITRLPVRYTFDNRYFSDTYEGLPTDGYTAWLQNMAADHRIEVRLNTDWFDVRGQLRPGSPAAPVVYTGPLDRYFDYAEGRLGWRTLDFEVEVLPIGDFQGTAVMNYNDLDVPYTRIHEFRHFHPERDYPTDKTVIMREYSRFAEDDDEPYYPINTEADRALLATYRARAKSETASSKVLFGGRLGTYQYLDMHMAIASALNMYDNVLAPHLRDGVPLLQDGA
BioA inh = BioA (M. tuberculosis) enzyme inhibition. purified M. tuberculosis BioA enzyme, plate reader. inhibition, % at 9.99 µM. 360,000 tested, 0.096% active. AID 602481; in the data active = inhibition above about 40%; inconclusive = no clear call, values can overlap the other calls
GDH-TPI inh = inhibits GDH-TPI coupling enzymes, artifact for Mtb FBA screen. GDH-TPI coupled enzyme counterscreen, NADH absorbance. 360,000 tested, 1.2% active. AID 588335. inhibition, % at 4.8 µM;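 note: 0% = DMSO wells and 100% = wells lacking the enzyme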
CCHF vOTU inh = blocks the CCHF virus ovarian tumor domain protease | inhibition, % at 11.5 µM | CCHFV vOTU protease, Pep-AMC fluorescence | 370,000 tested, 0.55% active; note: 0% = vehicle wells with enzyme and 100% = no enzyme wells
FBA Mtb inh = inhibitors of M. tuberculosis fructose-bisphosphate aldolase; inhibition, % at 1 µM; P9WQA3; purified M. tuberculosis FBA, fluorescence read-out; 360,000 tested, 2.3% active; in the data active = inhibition above about 27%;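 note: 0% = vehicle and 100% = reference inhibitor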
DUSP3 inh = inhibitors of human VHR1 phosphatase (DUSP3); inhibition, % at 13.3 µM; P51452; 290,000 tested, 0.52% active; recombinant VHR phosphatase, pNPP absorbance; AID 1654; in the data active = inhibition above about 50%; note: some compounds called inactive have numbers as strong as hits
Target sequence (P51452 whole entry, looked up): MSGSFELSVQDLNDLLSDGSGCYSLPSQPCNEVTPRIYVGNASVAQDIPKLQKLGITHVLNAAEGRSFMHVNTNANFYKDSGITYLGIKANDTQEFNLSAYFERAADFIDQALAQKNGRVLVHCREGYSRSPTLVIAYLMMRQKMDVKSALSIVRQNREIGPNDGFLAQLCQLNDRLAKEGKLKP
MazEF act = activators of E. coli MazEF toxin-antitoxin RNase. 350,000 tested, 0.32% active. FAM/BHQ RNA-DNA oligo cleavage fluorescence, 5 h. activation, % at 20 µM. P0AE70. AID 504720; in the data active = activation above about 50%
BoNT F protease = blocks Botulinum neurotoxin F light chain protease. Multiplex microsphere protease cleavage assay, flow cytometry. AID 588497. 360,000 tested, 0.22% active. inhibition, % at 10 µM; in the data active = inhibition above about 35%, passing the limit was not always enough; inconclusive = no clear call, values can overlap the other calls; note: plate controls were buffer without enzyme for full effect and enzyme alone for no effect
Rv3671c inh = inhibitors of M. tuberculosis serine protease Rv3671c; P9WHR9; inhibition, % at 5.96 µM; 320,000 tested, 0.048% active; AID 2606; in the data active = inhibition above about 38%;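 note: extracellular domain of Rv3671c used as enzyme; 0% = enzyme with DMSO and 100% = no enzyme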
Target sequence (P9WHR9 whole entry, looked up, the tested form may be a part): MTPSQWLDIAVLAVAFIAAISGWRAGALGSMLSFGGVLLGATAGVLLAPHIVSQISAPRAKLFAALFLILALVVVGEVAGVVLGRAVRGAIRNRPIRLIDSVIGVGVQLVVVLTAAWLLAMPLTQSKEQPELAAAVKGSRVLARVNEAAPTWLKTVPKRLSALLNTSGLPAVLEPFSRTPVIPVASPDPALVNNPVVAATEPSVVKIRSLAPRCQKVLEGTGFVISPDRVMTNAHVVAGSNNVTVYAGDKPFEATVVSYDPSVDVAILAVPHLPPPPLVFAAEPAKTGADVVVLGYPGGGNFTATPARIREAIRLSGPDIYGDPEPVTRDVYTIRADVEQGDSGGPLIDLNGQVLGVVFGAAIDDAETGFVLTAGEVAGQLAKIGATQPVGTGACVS
FadD28 FP inh = M. tuberculosis FadD28 bisubstrate binding inhibition; FadD28 bisubstrate probe binding, fluorescence polarization; inhibition, % at 12.5 µM; 360,000 tested, 0.22% active; AID 588549; in the data active = inhibition above about 8.5%, passing the limit was not always enough; inconclusive = no clear call, values can overlap the other calls
Active calls of the source: *. Cut-off read from the data, not from the text of the source, unless noted: active = inhibition above about 30%; inactive = the rest.

How did O=C(CN1C(=O)c2ccccc2S1(=O)=O)Nc1cc(S(=O)(=O)N2CCCCC2)ccc1Cl do in these assays?
BioA inh: -1.2; GDH-TPI inh: -4; CCHF vOTU inh: -7; FBA Mtb inh: -3; MazEF act: -6; BoNT F protease: -2; FadD28 FP inh: -3.3

How did O=C(NCc1ccc(F)cc1)N1CCc2ccccc2C1 do in these assays?
UGM FP inh: 3.0; BioA inh: 1.0; GDH-TPI inh: -1; CCHF vOTU inh: 21; FBA Mtb inh: -6; DUSP3 inh: 12; MazEF act: 3; BoNT F protease: 9; Rv3671c inh: 1; FadD28 FP inh: -2.4

Results for COc1ccc(CN(C)CC(=O)NC(=O)NC2CCCCC2)cc1 ?
UGM FP inh: -1.9; BioA inh: 1.1; GDH-TPI inh: 9; CCHF vOTU inh: 6; FBA Mtb inh: 3; MazEF act: -2; BoNT F protease: -5; Rv3671c inh: 6; FadD28 FP inh: 0.6

What do the screens show for `Nc1nnnn1CC(=O)N/N=C/c1cc([N+](=O)[O-])ccc1O`?
UGM FP inh: 0.8; BioA inh: -0.5; GDH-TPI inh: 13; CCHF vOTU inh: 15; FBA Mtb inh: -10; DUSP3 inh: -12; MazEF act: 2; BoNT F protease: -2; Rv3671c inh: 4; FadD28 FP inh: -1.4

Results for N#CC1(NC(=O)CN2C(=O)NC3(CCCCCC3)C2=O)CCCCC1 ?
UGM FP inh: -0.3; BioA inh: -2.3; GDH-TPI inh: 7; CCHF vOTU inh: 9; FBA Mtb inh: 0; MazEF act: -4; BoNT F protease: -12; Rv3671c inh: -2; FadD28 FP inh: 0.3

What do the screens show for `NS(=O)(=O)c1ccc(N=Nc2c(-c3ccccc3)[nH]n(-c3nc(-c4ccccc4)cs3)c2=O)cc1`?
UGM FP inh: -1.2; BioA inh: -0.4; GDH-TPI inh: 8; CCHF vOTU inh: -9; FBA Mtb inh: 0; DUSP3 inh: 24; MazEF act: 4; BoNT F protease: -3; Rv3671c inh: 5; FadD28 FP inh: -1.8

How did Cc1c(C(=O)N2CCN(Cc3ccccc3)CC2)oc2c1C(=O)CCC2 do in these assays?
UGM FP inh: -1.4; BioA inh: 7.3; GDH-TPI inh: -4; CCHF vOTU inh: 8; FBA Mtb inh: -1; DUSP3 inh: -4; MazEF act: 10; BoNT F protease: 8; Rv3671c inh: 1; FadD28 FP inh: -1.7

Results for COc1cc(OC)cc(C(=O)NC(=S)NNC(=O)[C@H]2C[C@@H]2c2ccccc2)c1 ?
UGM FP inh: 1.7; BioA inh: 1.2; GDH-TPI inh: 3; CCHF vOTU inh: -8; FBA Mtb inh: 1; DUSP3 inh: 27; MazEF act: 4; BoNT F protease: inconclusive; Rv3671c inh: -3; FadD28 FP inh: -0.4

What do the screens show for `CC(C)(C)c1ccc(S(=O)(=O)NCc2ccc(C(=O)N3CCOCC3)cc2)cc1`?
UGM FP inh: 1.3; BioA inh: -3.5; GDH-TPI inh: 19; CCHF vOTU inh: 8; FBA Mtb inh: 3; DUSP3 inh: 26; MazEF act: -11; BoNT F protease: -2; Rv3671c inh: -8; FadD28 FP inh: -1.1

Results for CCCNC(=O)N1[C@H]2CC[C@@H]1C(C(=O)OC)=C(c1ccc(-c3ccccc3)c(F)c1)C2 ?
UGM FP inh: 2.5; BioA inh: -1.2; GDH-TPI inh: -3; CCHF vOTU inh: 18; FBA Mtb inh: -2; MazEF act: 6; BoNT F protease: -7; Rv3671c inh: 0; FadD28 FP inh: -5.5

What do the screens show for `CCCCc1ccc(NC(=O)CSC2=NN3CCCC(=O)N=C3S2)cc1`?
UGM FP inh: 0.1; BioA inh: -1.1; GDH-TPI inh: 2; CCHF vOTU inh: 20; FBA Mtb inh: -1; DUSP3 inh: -36; MazEF act: 1; BoNT F protease: 3; Rv3671c inh: -11; FadD28 FP inh: -0.1

How did C=COC(=O)CSc1snc(SCC(=O)OC)c1C#N do in these assays?
UGM FP inh: 1.3; BioA inh: 4.2; GDH-TPI inh: 7; CCHF vOTU inh: 4; FBA Mtb inh: 1; DUSP3 inh: 6; MazEF act: 2; BoNT F protease: 4; Rv3671c inh: -4; FadD28 FP inh: -9.3

Sorted by molar mass (low to high): part of the list above
How did C=COC(=O)CSc1snc(SCC(=O)OC)c1C#N do in these assays?
UGM FP inh: 1.3; BioA inh: 4.2; GDH-TPI inh: 7; CCHF vOTU inh: 4; FBA Mtb inh: 1; DUSP3 inh: 6; MazEF act: 2; BoNT F protease: 4; Rv3671c inh: -4; FadD28 FP inh: -9.3

Results for N#CC1(NC(=O)CN2C(=O)NC3(CCCCCC3)C2=O)CCCCC1 ?
UGM FP inh: -0.3; BioA inh: -2.3; GDH-TPI inh: 7; CCHF vOTU inh: 9; FBA Mtb inh: 0; MazEF act: -4; BoNT F protease: -12; Rv3671c inh: -2; FadD28 FP inh: 0.3

How did O=C(CN1C(=O)c2ccccc2S1(=O)=O)Nc1cc(S(=O)(=O)N2CCCCC2)ccc1Cl do in these assays?
BioA inh: -1.2; GDH-TPI inh: -4; CCHF vOTU inh: -7; FBA Mtb inh: -3; MazEF act: -6; BoNT F protease: -2; FadD28 FP inh: -3.3

Going on with the list:
Results for COc1ccc(NC(=O)CC2SC(=O)NC2=O)cc1 (stereo not drawn) ?
UGM FP inh: 4.1; GDH-TPI inh: 2; CCHF vOTU inh: -1; FBA Mtb inh: 1; DUSP3 inh: -2; MazEF act: 2; BoNT F protease: -6; Rv3671c inh: -15; FadD28 FP inh: 0.3

What do the screens show for `Cc1cccc(C)c1NC(=O)Cn1c(CN2CCCCC2)nc2ccccc2c1=O`?
UGM FP inh: 4.1; BioA inh: -1.1; GDH-TPI inh: -1; CCHF vOTU inh: -8; FBA Mtb inh: 5; DUSP3 inh: 40; MazEF act: 8; BoNT F protease: 3; Rv3671c inh: -1; FadD28 FP inh: -0.2

What do the screens show for `Cc1ccc2c(c1)N(C(=O)CCC(=O)NC1CCC(C)CC1)CCO2` (stereo not drawn)?
UGM FP inh: -0.2; BioA inh: 0.2; GDH-TPI inh: 3; CCHF vOTU inh: 1; FBA Mtb inh: 0; DUSP3 inh: 6; MazEF act: 6; BoNT F protease: 1; Rv3671c inh: -9; FadD28 FP inh: -0.1

Results for O=C1C=C(c2ccc(CO)cc2)C[C@@H](c2ccc3c(c2)OCO3)C1 ?
UGM FP inh: -0.9; BioA inh: 3.4; GDH-TPI inh: 4; CCHF vOTU inh: 10; FBA Mtb inh: 0; MazEF act: 6; BoNT F protease: -3; Rv3671c inh: -1; FadD28 FP inh: -4.7

What do the screens show for `CCOc1ccc(N(CC(=O)NC2CCCC2)S(=O)(=O)c2c(C)[nH]c(=O)[nH]c2=O)cc1`?
UGM FP inh: -3.0; BioA inh: -0.1; GDH-TPI inh: 3; CCHF vOTU inh: 0; FBA Mtb inh: 0; DUSP3 inh: 15; MazEF act: -1; BoNT F protease: -10; Rv3671c inh: 3; FadD28 FP inh: -2.3

Results for CC1(C)Cc2c(cnn2-c2cccc(F)c2)C(NC(=O)C2CCOCC2)C1 (stereo not drawn) ?
UGM FP inh: 1.4; BioA inh: 21; GDH-TPI inh: 1; CCHF vOTU inh: 7; FBA Mtb inh: 3; DUSP3 inh: 18; MazEF act: -4; BoNT F protease: -16; Rv3671c inh: -1; FadD28 FP inh: -1.9

How did Cc1cc(Cl)c(C(=O)Nc2cccc(C(F)(F)F)c2)c(C)n1 do in these assays?
UGM FP inh: 2.7; BioA inh: 2.5; GDH-TPI inh: 8; CCHF vOTU inh: 3; FBA Mtb inh: 0; DUSP3 inh: 12; MazEF act: 6; BoNT F protease: inconclusive; Rv3671c inh: 4; FadD28 FP inh: 1.0

What do the screens show for `COc1ccc(CNS(=O)(=O)c2cc(CN3C(=O)c4cccnc4C3=O)ccc2OC)cc1`?
UGM FP inh: -6.0; BioA inh: 1.2; GDH-TPI inh: -6; CCHF vOTU inh: 0; FBA Mtb inh: 1; DUSP3 inh: -2; MazEF act: -3; BoNT F protease: 2; Rv3671c inh: 6; FadD28 FP inh: -1.7

Results for O=c1c2c3c(sc2nc2n1CCCC2)CCC3 ?
UGM FP inh: 2.0; BioA inh: 2.0; GDH-TPI inh: -3; CCHF vOTU inh: -4; FBA Mtb inh: -2; DUSP3 inh: 36; MazEF act: -5; BoNT F protease: -5; Rv3671c inh: 2; FadD28 FP inh: -2.7

What do the screens show for `CCN1C(=O)CCN(C2CCCC2)c2nc(Nc3ccc(C(=O)NC4CCN(C)CC4)cc3OC)ncc21`?
BioA inh: 16; GDH-TPI inh: 26; CCHF vOTU inh: 8; FBA Mtb inh: 14; MazEF act: 19; BoNT F protease: -7; FadD28 FP inh: 1.1

How did Cc1cc2oc(=O)cc(CN3CCOCC3)c2cc1Cl do in these assays?
UGM FP inh: 0.9; BioA inh: -0.4; GDH-TPI inh: -5; CCHF vOTU inh: 8; FBA Mtb inh: -2; DUSP3 inh: 54*; MazEF act: 5; BoNT F protease: 4; Rv3671c inh: -1; FadD28 FP inh: -4.0

What do the screens show for `COc1ccc(N2CCOCC2)c(NC(=O)c2cc3ccccc3o2)c1`?
UGM FP inh: -0.2; BioA inh: -1.2; GDH-TPI inh: 12; CCHF vOTU inh: -9; FBA Mtb inh: -1; DUSP3 inh: 20; MazEF act: -25; BoNT F protease: 2; Rv3671c inh: -41; FadD28 FP inh: -2.5

What do the screens show for `CC1(C)NC(=O)N(CCOc2ccc3c(c2)CCC3)C1=O`?
UGM FP inh: 2.3; BioA inh: -0.7; GDH-TPI inh: -4; CCHF vOTU inh: 5; FBA Mtb inh: -1; DUSP3 inh: 8; MazEF act: -3; BoNT F protease: -1; Rv3671c inh: 4; FadD28 FP inh: -3.1

What do the screens show for `CCc1ccccc1NC(=O)CSc1nnc(-c2ccncc2)o1`?
UGM FP inh: -1.4; GDH-TPI inh: -5; CCHF vOTU inh: 0; FBA Mtb inh: 2; DUSP3 inh: 19; MazEF act: 5; BoNT F protease: 2; Rv3671c inh: 7; FadD28 FP inh: 0.0

Results for Cc1[nH]c2ccccc2c(=O)c1CN1CCCCCC1 ?
UGM FP inh: 3.2; BioA inh: 1.0; GDH-TPI inh: 10; CCHF vOTU inh: 8; FBA Mtb inh: 0; DUSP3 inh: -1; MazEF act: -5; BoNT F protease: 1; Rv3671c inh: -15; FadD28 FP inh: -2.2

Results for CC(=O)O[C@H]1C[C@@H]2CC[C@@H]3[C@H](CC[C@]4(C)C(=O)CC[C@@H]34)[C@@]2(C)C[C@@H]1OC(C)=O ?
UGM FP inh: -1.5; BioA inh: -1.5; GDH-TPI inh: 20; FBA Mtb inh: 5; MazEF act: -3; BoNT F protease: 1; Rv3671c inh: -8; FadD28 FP inh: 0.1

How did CCc1ccc(/C=C2\Oc3ccc(C(=O)OC)cc3C2=O)cc1 do in these assays?
UGM FP inh: 1.2; GDH-TPI inh: -2; CCHF vOTU inh: -4; FBA Mtb inh: 0; DUSP3 inh: -5; MazEF act: 3; BoNT F protease: -1; Rv3671c inh: 0; FadD28 FP inh: -3.5

Results for Cc1cccc(NC(=O)NC(=S)NC(=O)c2ccccc2)c1 ?
UGM FP inh: 1.7; GDH-TPI inh: -4; CCHF vOTU inh: 11; FBA Mtb inh: -1; DUSP3 inh: -7; MazEF act: -4; BoNT F protease: -5; Rv3671c inh: -12; FadD28 FP inh: -1.2

How did CCN(CC)CCCNC(=O)Cc1c(C(=O)O)n(C)c2ccccc12 do in these assays?
UGM FP inh: -3.2; BioA inh: -0.4; GDH-TPI inh: -5; CCHF vOTU inh: 12; FBA Mtb inh: 3; DUSP3 inh: 36; MazEF act: 11; BoNT F protease: 17; Rv3671c inh: 0; FadD28 FP inh: -3.4

What do the screens show for `CCC(C)C(NC(=O)C1CCC(C)CC1)C(=O)NCCCN1CCCCC1CC` (stereo not drawn)?
UGM FP inh: -1.9; GDH-TPI inh: 2; CCHF vOTU inh: 11; FBA Mtb inh: 3; DUSP3 inh: 20; MazEF act: 7; BoNT F protease: -3; Rv3671c inh: 3; FadD28 FP inh: -1.1

Compound activity (PubChem)
